GPR151 ag = activates the human receptor GPR151. Q8TDV0. PathHunter beta-arrestin GPR151 cells, luminescence. activation, % at 11.2 µM. 1% of 650,000 active; in the data active = activation above about 4.9%;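 note: 0% = median of compound wells and 100% = cells with positive control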
Target sequence (Q8TDV0 whole entry, looked up): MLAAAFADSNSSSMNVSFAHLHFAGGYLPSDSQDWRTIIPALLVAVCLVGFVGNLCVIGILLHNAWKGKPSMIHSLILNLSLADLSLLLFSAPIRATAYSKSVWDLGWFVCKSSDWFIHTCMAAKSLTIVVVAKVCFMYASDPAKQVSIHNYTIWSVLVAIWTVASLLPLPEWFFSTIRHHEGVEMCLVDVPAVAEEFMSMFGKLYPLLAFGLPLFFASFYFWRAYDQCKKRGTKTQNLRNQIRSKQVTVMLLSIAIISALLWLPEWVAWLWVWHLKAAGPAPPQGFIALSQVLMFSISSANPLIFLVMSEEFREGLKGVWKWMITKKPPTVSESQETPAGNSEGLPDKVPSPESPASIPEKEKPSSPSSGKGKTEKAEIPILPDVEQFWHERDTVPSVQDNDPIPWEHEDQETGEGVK
TEAD-YAP inh = TEAD-YAP interaction inhibition. 1.4% of 640,000 active. HEK-TIYL cells, TEAD-Gal4/YAP UAS-luciferase luminescence. inhibition, % at 9.12 µM; in the data active = inhibition above about 32%;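 note: 0% = median of test compound wells and 100% = reference inhibitor wells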
FBW7 activator = activators of human E3 ligase FBW7; AlphaScreen FBW7–phospho-cyclin E peptide binding, activator screen; 0.13% of 650,000 active; Q969H0; normalized activity (activation), % at 26.1 µM; AID 1259310; in the data active = normalized activity above about 1.9%;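 note: purified mutant Fbw7 with reduced substrate affinity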
Target sequence (Q969H0 whole entry, looked up): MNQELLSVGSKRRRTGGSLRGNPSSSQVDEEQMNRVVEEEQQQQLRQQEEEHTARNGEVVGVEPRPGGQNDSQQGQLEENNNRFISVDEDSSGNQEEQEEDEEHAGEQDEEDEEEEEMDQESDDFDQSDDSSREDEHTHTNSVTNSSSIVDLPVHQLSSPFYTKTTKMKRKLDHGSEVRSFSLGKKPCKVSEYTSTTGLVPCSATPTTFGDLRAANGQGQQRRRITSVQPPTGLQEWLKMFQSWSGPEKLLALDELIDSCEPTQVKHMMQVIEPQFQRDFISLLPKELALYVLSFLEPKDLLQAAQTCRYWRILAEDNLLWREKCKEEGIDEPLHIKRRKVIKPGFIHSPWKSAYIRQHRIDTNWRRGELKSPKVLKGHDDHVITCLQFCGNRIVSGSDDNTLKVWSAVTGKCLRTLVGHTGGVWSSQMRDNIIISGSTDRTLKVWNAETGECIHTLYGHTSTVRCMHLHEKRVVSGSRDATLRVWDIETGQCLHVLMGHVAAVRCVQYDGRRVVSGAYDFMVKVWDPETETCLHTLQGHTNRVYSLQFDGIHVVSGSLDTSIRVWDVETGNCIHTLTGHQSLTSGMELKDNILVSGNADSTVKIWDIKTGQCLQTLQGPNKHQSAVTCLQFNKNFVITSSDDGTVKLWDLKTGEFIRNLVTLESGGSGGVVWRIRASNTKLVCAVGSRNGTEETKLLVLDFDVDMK
MITF primary = blocks human microphthalmia-associated transcription factor | O75030 | AlphaScreen MITF homodimerization, bead proximity signal | inhibition, % at 2.6 µM | 0.91% of 650,000 active | AID 1259374; in the data active = inhibition above about 50%;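 note: 0% = vehicle wells with protein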
* hit, by the source's call; nt = no result given.

SMILES	GPR151 ag	TEAD-YAP inh	FBW7 activator	MITF primary
CNc1ccccc1C(C)(C)c1cc(-c2cccnc2)n[nH]1	-2.3	-19	-0.7	14
CCc1nc2ccccc2n1CC(O)COc1cccc(OC)c1 (configuration not stated)	0.8	-10	0.0	-9
CCCOc1ccc(/C(O)=C2\C(=O)C(=O)N(c3nc(C)c(C(=O)OCC)s3)C2c2ccc(F)cc2)c(C)c1 (configuration not stated)	0.9	-3	-0.2	4
CCN1C(=O)S/C(=C/c2ccc(SC)cc2)C1=O	0.8	-48	0.2	-1
Nc1sc2c(c1C(=O)NCCc1ccccc1)CCCC2	-0.5	-18	-0.2	-9
CN(Cc1ccc(C(=O)NCc2ccccc2Cl)c(=O)[nH]1)CC1COCCO1 (configuration not stated)	-0.7	6	0.0	2
CC1CCC(C(C)C)C(OC(=O)c2ccccc2C(=O)OCC(=O)c2ccc([N+](=O)[O-])cc2)C1 (configuration not stated)	0.4	-6	-0.1	-7
CC(CCc1ccccc1)NC(=O)c1ccc2c(c1)N(Cc1ccccc1)C(=O)CS2=O (configuration not stated)	0.4	-1	-0.3	8
CN1CCN(c2ccc(-c3nc(NCCCN4CCCC4=O)c4ncn(CCN5CCCC5=O)c4n3)cc2)CC1	-0.4	2	0.1	0
Cc1c(C(=O)N2CCCCC2)sc2ncn(CC(=O)N3CCOCC3)c(=O)c12	-0.3	2	-0.1	-10
CCOc1ccccc1C1C2=C(CCCC2=O)Nc2nc(SC)nn21 (configuration not stated)	1.1	3	0.1	-8
COCCCNC(=O)Cn1cc(/C=C(\C#N)C(=O)NCc2ccco2)c2ccccc21	-0.3	4	-0.1	0
COc1ccc(C(=O)N2c3ccccc3NC(=O)CC2C)cc1OC (configuration not stated)	2.4	-1	0.2	4
CCCC(NS(=O)(=O)c1ccc(F)cc1)C(=O)O (configuration not stated)	-0.7	-5	0.1	2
O=C(CSc1cn(Cc2cccc(F)c2)c2ccccc12)Nc1ccc2c(c1)OCCO2	-0.8	-18	0.2	16
FC(F)(F)c1cccc(CNc2ccnc(N3CCC(N4CCOCC4)CC3)n2)c1	-0.3	11	0.3	14
COc1cc(OC)cc(-c2cc3nc4c(c(=O)n3[nH]2)CCCC4)c1	-1.0	-2	1.1	18
Cc1ccnc(NCc2ccccc2O)c1	-0.3	-26	-0.2	-2
O=C(O)CNC(=O)c1cccc(OC(F)F)c1	-1.4	-3	0.4	-2
Cc1cccc(NC(=O)C2C3C=CC4(O3)C2C(=O)N(CCN2CCOCC2)C4C(=O)NC2CCCCC2C)c1 (configuration not stated)	0.2	-13	-0.2	-5
Cc1ccccc1CN1CCNC(=O)C1CC(=O)NC(C)(C)CO (configuration not stated)	-0.8	-3	0.1	-8
CCOC(=O)C1=C(C)N=c2s/c(=C\c3ccc(C(C)C)cc3)c(=O)n2C1c1ccc(C(C)C)cc1 (configuration not stated)	0.1	10	0.0	5
O=C(N/N=C/c1ccccc1O)C(=O)N1CCCC1	-0.6	2	-0.3	3
C=CCn1c(SC/C=C(\C)Cl)nc2c1c(=O)n(C)c(=O)n2C	0.6	7	0.2	21
O=C(NNC(=O)c1cc(Cl)ccc1O)Nc1cccc(C(F)(F)F)c1	-1.7	-2	0.2	17
CC(C)(C)n1c(-c2ccccc2)csc1=NCc1cccnc1	-0.8	-1	-0.2	-1
COc1ccc(CN2C(=O)C(=O)c3cccc(C)c32)cc1	-1.7	-10	-0.2	-9
Cc1cc2c(cc1C)NC(c1cccc(Oc3ccccc3)c1)C1=C(CC(C)(C)CC1=O)N2 (configuration not stated)	-0.6	17	-0.3	6
CSc1nnc(NC(=O)c2ccc(C)c(S(=O)(=O)N3CCCC3)c2)s1	-1.4	1	0.1	5
CCOC(=O)c1c(C)c(C(=O)N2CCc3ccccc3C2)c(C)n1CC	0.4	6	-0.1	7
N#CCCN1CCN(Cc2cc(-c3ccccc3)ccc2O)CC1	0.1	6	-0.1	0
Cc1ccccc1N1C(=O)NC(=O)/C(=C\c2ccc(O)c(Br)c2)C1=O	-0.5	-3	0.1	13
CN(CC1CCOCC1)C(=O)Cn1nnnc1CN1CCCCCC1	0.4	-4	0.0	4
COc1cc2c(cc1OC)CN(/C=N/c1oc(-c3ccccc3)c(-c3ccccc3)c1C#N)CC2	-0.7	-2	-0.2	4
Cn1cnc2c(sc(=S)n2-c2ccccc2)c1=O	0.8	-7	-0.2	-3
O=C(CSc1nc2c(c(=O)n1CCc1ccccc1)SCC2)Nc1cccc(F)c1	-0.2	7	-0.2	6
COc1cccc(C2C(C(=O)c3cccs3)=C(O)C(=O)N2CCc2ccccc2)c1 (configuration not stated)	0.1	15	0.1	10
CC(C)N(C(=O)CN(C)S(=O)(=O)c1ccc2c(c1)CCC(=O)N2)C1CCCCC1	0.4	-2	0.1	-8
Cc1sc2nc(SCC(=O)Nc3ccc(Cl)c(C(F)(F)F)c3)n(-c3ccccc3)c(=O)c2c1C	-1.2	-5	0.1	21
C/C(=N\Nc1ccc(F)cc1F)c1ccccc1O	0.2	-9	-0.1	-1
O=C(N/N=C/c1cc(Br)c(Br)s1)c1ccncc1	-0.2	15	-0.6	1
CCCN(CCO)Cc1c(Cl)cccc1Cl	-0.5	0	0.2	45
CCOC(=O)c1c(NC(=O)C2COc3ccccc3O2)sc(C)c1C (configuration not stated)	-1.0	-1	0.1	21
O=C(/C=C/c1ccc(F)cc1)N1CCN(c2ccccc2)CC1	1.6	-4	0.2	-12
CC1=NN(c2ccc(C)cc2C)C(=O)C12C(c1ccccc1Cl)C21C(=O)N(c2ccc(Cl)cc2C)N=C1C (configuration not stated)	-0.2	13	-0.3	12
COc1ccc(-c2cn3c(C)c(C(=O)Nc4ccc5c(c4)OCCO5)sc3n2)cc1	1.6	1	0.1	1
O=C(c1ccco1)N1CCN(C(=O)C2CCCCC2)CC1	0.8	-4	0.0	15
Cn1c(=O)c2c(nc(NCCOCCO)n2Cc2ccc(Cl)cc2)n(C)c1=O	2.1	7	0.0	5
Cc1ccc(-n2cc(-c3ccccc3)c3c(N4CCN(c5ccc([N+](=O)[O-])cc5)CC4)ncnc32)cc1Cl	1.6	-10	-0.1	4
O=c1nc(/C=C/c2ccc(-c3ccccc3F)o2)cc(C(F)(F)F)[nH]1	1.9	5	0.1	2
Cc1cc(NS(=O)(=O)c2cc(OCC(N)=O)c(C)cc2Cl)no1	-1.9	-3	0.0	4
O=C(Nc1ccc2oc(-c3ccc(Cl)cc3)nc2c1)c1ccc2ccccc2c1	0.2	-1	0.0	-6
COc1ccc(-c2ncccc2O)cc1OC	-0.2	7	-0.1	7
CCCn1c(N)c(C(=O)CN(C)C(c2ccccc2)c2ccccc2)c(=O)[nH]c1=O	1.1	12	0.3	-7
NC(=O)COc1ccc(/C=c2\sc3nc(-c4cccc(Cl)c4)nn3c2=O)cc1	-0.6	-1	-0.2	-10
COc1ccc(C(=O)Cn2nnc(-c3ccccc3NC(=O)c3ccco3)n2)cc1	-0.1	5	0.0	3
CCOc1ccc2nc(NC(=O)C(C)(C)CC)sc2c1	0.1	41*	-0.2	-8
CCCC(C)NC(=O)Cn1c(=O)c(=O)n(Cc2ccccc2)c2ccc(Cl)cc21 (configuration not stated)	0.1	2	0.1	9
COc1ccc(C2=C(C(C)=O)Sc3nnc(C)n3N2C(C)=O)cc1	-1.7	11	-0.1	-4
CN1CCN(C(CNC(=O)C(=O)Nc2ccc(F)cc2)c2ccc3c(c2)OCO3)CC1 (configuration not stated)	0.6	-10	0.0	-3
Going on with the list.
SMILES	GPR151 ag	TEAD-YAP inh	FBW7 activator	MITF primary
Nn1c(SCC(=O)Nc2ccc(Cl)cc2Cl)nnc1-c1cccnc1	1.2	-6	0.2	7
O=C(CCc1ccccc1)NCc1nc(-c2ccncc2)n[nH]1	0.4	-10	0.2	8
COc1ccc(CNc2ccnc3ccnn23)cc1	-0.2	2	-0.2	1
C/C(=N\NC(=O)c1ccncc1)c1ccc2c(c1)Nc1ccccc1S2	4.7	-18	0.0	4
Cc1nc(C(=O)N2CCc3c(cnc(C)c3CNS(=O)(=O)N(C)C)C2)cs1	0.9	3	-0.1	-3
COc1cccc(CN2CCN(Cc3ccc(OC)cc3OC)CC2)c1	-2.0	-1	-0.2	81*
CN(Cc1ccccc1)CC(O)COc1ccc(CNCCc2ccccn2)cc1 (configuration not stated)	-0.4	-7	-0.2	-7
CCOC(=O)C1CCCN(c2c(NCCc3cccc(C)c3)c(=O)c2=O)C1 (configuration not stated)	0.1	-1	0.2	18
CCc1ccc(OCC(=O)O)cc1	-1.0	7	0.2	18
COc1cc(NC(=O)OC2C(=O)c3cc(Br)ccc3O[C@H]2c2ccc3c(c2)OCO3)cc(OC)c1OC (some centres not stated)	-1.4	nt	0.1	8
CC1(O)CC2C(CC1O)C2(C)C (configuration not stated)	0.3	-7	-0.1	0
CCCN(CCC)CCN1C(=O)C2C(C(=O)Nc3ccc(C(C)C)cc3)C3C=CC2(O3)C1C(=O)NC1CCCC(C)C1C (configuration not stated)	1.7	-4	0.2	3
O=C(NCCOc1ccccc1)c1cnc(N2CCCC2CO)s1 (configuration not stated)	-3.8	82*	0.3	13
O=C(CCCc1c[nH]c2ccccc12)NC1=NCCS1	0.1	-8	-0.3	4
CCOC(=O)C1=CS/C(=C2/C(=S)C(C)(C)Nc3ccc(C)cc32)S1	-0.2	-3	-0.8	45
CC(=O)c1c(C)[nH]c(C(=O)NN2C(C)CCCC2C)c1C (configuration not stated)	-0.2	10	0.2	2
COc1ccc(S(=O)(=O)c2ccccc2)cc1[N+](=O)[O-]	-0.3	13	0.1	2
O=C1C2CCCCC2C(=O)N1c1cccc2ccccc12 (configuration not stated)	-0.1	-1	0.0	4
CCc1ccccc1NC(=O)CCS(=O)(=O)c1ccc2c(c1)n(C)c(=O)c(=O)n2C	-0.5	2	0.2	5
CSCC(=O)N1CCC2(CC1)CC2C(=O)NCCCc1ccccc1 (configuration not stated)	-0.9	1	0.0	5
CCSCCOC(=O)C1=C(C)N(C)C(=O)NC1c1ccccc1Cl (configuration not stated)	0.2	7	0.1	-14
O=c1[nH]c(=O)n(-c2ccccc2)c(O)c1N=Nc1ccc([N+](=O)[O-])cc1	1.1	-2	-0.3	3
CC1C(=O)Nc2cc(S(C)(=O)=O)ccc2N1C(=O)Cc1ccccc1 (configuration not stated)	1.3	-2	-0.1	6
CN1C(=O)CC(CC(=O)N2CCC3(C=Cc4ccccc43)CC2)(c2ccccc2F)C1=O (configuration not stated)	-1.3	-62	0.0	-12
COC(=O)c1ccc2c(=O)n(CCN3CCOCC3)c(SCC(=O)Nc3ccccc3Cl)nc2c1	-0.3	4	-0.1	8
CN(C(=O)c1cc2c(=O)n(C)c3ccccc3c2n1C)C1CCCCC1	0.9	-6	0.1	16
O=C(NCc1cccnc1)c1cccc(-c2ccc(N3CCOCC3)nc2)n1	-0.8	-4	0.0	-4
CCOC(=O)C1=C(C)NC(=S)NC1c1ccccc1 (configuration not stated)	1.0	4	0.0	7
COc1ccc(-n2c(CN3CCC(C)CC3)nc3ccc([N+](=O)[O-])cc3c2=O)c(OC)c1	2.0	2	0.1	10
CCOC(=O)C(NCCCO)c1ccccc1 (configuration not stated)	1.4	-3	-0.1	36
CCCCOC(=O)c1ccc(NC(=O)CCC(=O)OCC(=O)c2ccc(Br)cc2)cc1	0.2	-8	1.0	17

In another format: 19 of the compounds above
SMILES | GPR151 ag | TEAD-YAP inh | FBW7 activator | MITF primary
O=C(NCCOc1ccccc1)c1cnc(N2CCCC2CO)s1 (configuration not stated) | -3.8 | 82* | 0.3 | 13
O=C(CCCc1c[nH]c2ccccc12)NC1=NCCS1 | 0.1 | -8 | -0.3 | 4
CCOC(=O)C1=CS/C(=C2/C(=S)C(C)(C)Nc3ccc(C)cc32)S1 | -0.2 | -3 | -0.8 | 45
CC(=O)c1c(C)[nH]c(C(=O)NN2C(C)CCCC2C)c1C (configuration not stated) | -0.2 | 10 | 0.2 | 2
COc1ccc(S(=O)(=O)c2ccccc2)cc1[N+](=O)[O-] | -0.3 | 13 | 0.1 | 2
O=C1C2CCCCC2C(=O)N1c1cccc2ccccc12 (configuration not stated) | -0.1 | -1 | 0.0 | 4
CCc1ccccc1NC(=O)CCS(=O)(=O)c1ccc2c(c1)n(C)c(=O)c(=O)n2C | -0.5 | 2 | 0.2 | 5
CSCC(=O)N1CCC2(CC1)CC2C(=O)NCCCc1ccccc1 (configuration not stated) | -0.9 | 1 | 0.0 | 5
CCSCCOC(=O)C1=C(C)N(C)C(=O)NC1c1ccccc1Cl (configuration not stated) | 0.2 | 7 | 0.1 | -14
O=c1[nH]c(=O)n(-c2ccccc2)c(O)c1N=Nc1ccc([N+](=O)[O-])cc1 | 1.1 | -2 | -0.3 | 3
CC1C(=O)Nc2cc(S(C)(=O)=O)ccc2N1C(=O)Cc1ccccc1 (configuration not stated) | 1.3 | -2 | -0.1 | 6
CN1C(=O)CC(CC(=O)N2CCC3(C=Cc4ccccc43)CC2)(c2ccccc2F)C1=O (configuration not stated) | -1.3 | -62 | 0.0 | -12
COC(=O)c1ccc2c(=O)n(CCN3CCOCC3)c(SCC(=O)Nc3ccccc3Cl)nc2c1 | -0.3 | 4 | -0.1 | 8
CN(C(=O)c1cc2c(=O)n(C)c3ccccc3c2n1C)C1CCCCC1 | 0.9 | -6 | 0.1 | 16
O=C(NCc1cccnc1)c1cccc(-c2ccc(N3CCOCC3)nc2)n1 | -0.8 | -4 | 0.0 | -4
CCOC(=O)C1=C(C)NC(=S)NC1c1ccccc1 (configuration not stated) | 1.0 | 4 | 0.0 | 7
COc1ccc(-n2c(CN3CCC(C)CC3)nc3ccc([N+](=O)[O-])cc3c2=O)c(OC)c1 | 2.0 | 2 | 0.1 | 10
CCOC(=O)C(NCCCO)c1ccccc1 (configuration not stated) | 1.4 | -3 | -0.1 | 36
CCCCOC(=O)c1ccc(NC(=O)CCC(=O)OCC(=O)c2ccc(Br)cc2)cc1 | 0.2 | -8 | 1.0 | 17
